# E-selectin induc: E-selectin induction on HUVECs; P16581; HUVEC E-selectin immunofluorescence imaging; normalized: neutral wells 0, TNF-alpha wells 100; activation, % at 7.58 µM; 260,000 compounds, 0.37% hits;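 active = mean E-selectin-positive cell signal at least 10% of the positive control, reached in at least 60% of replicates, without over 20% cell loss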;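 note: in these data hits start at about 27%; measured in HUVEC primary endothelial cells; signal is the percent of cells scored E-selectin positive by PE staining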
# Target sequence (P16581 whole entry, looked up): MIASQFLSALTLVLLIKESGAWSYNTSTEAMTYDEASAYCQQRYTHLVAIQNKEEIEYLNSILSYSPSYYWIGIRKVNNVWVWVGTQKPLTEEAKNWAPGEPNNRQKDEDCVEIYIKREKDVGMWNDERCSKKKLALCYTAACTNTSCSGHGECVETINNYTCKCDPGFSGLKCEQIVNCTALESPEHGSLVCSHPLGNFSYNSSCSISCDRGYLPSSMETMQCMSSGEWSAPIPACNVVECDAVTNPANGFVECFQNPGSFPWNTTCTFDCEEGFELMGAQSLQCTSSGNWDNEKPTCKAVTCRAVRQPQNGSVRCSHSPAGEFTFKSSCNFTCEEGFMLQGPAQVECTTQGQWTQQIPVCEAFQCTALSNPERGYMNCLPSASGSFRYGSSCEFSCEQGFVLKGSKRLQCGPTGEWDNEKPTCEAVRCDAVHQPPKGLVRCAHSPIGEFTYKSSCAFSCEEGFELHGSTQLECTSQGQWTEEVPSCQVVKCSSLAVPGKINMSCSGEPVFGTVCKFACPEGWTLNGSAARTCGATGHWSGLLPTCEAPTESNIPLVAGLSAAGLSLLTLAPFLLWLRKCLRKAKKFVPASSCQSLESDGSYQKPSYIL
#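 Read-out: % PE-positive cells | Test system: HUVEC | Doses: One compound dose added by pin transfer | Buffer or medium: EGM-2 over gelatin coat | Signal: Immunofluorescence imaging | Benchmarks: TNF-alpha, DMSO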
# S100A4 inh HTS: blocks human S100A4 binding to myosin IIA peptide | P26447 | S100A4/TAMRA-MyoIIA peptide fluorescence polarization | inhibition, % at 10.7 µM | 360,000 compounds, 0.14% hits;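 active = mean inhibition of at least 70% across replicates, with every replicate also reaching that level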
# Target sequence (P26447 whole entry, looked up): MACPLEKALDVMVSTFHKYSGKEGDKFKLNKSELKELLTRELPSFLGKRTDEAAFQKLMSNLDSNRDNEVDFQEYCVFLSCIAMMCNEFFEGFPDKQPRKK
#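 Test system – S100A4 monomer (human) · Compound – single-point compound testing · Schedule – 5 min incubation before reading · Probe or stimulus – TAMRA-labelled myosin IIA heavy-chain peptide probe, 5 nM · Benchmarks – neutral control DMSO, positive control TFP · Medium – Calcium-containing HEPES buffer, pH 7.2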
# ERAP1 HTS inh: blocks human ERAP1 aminopeptidase activity | inhibition, % at 10.7 µM | 340,000 compounds, 0.15% hits | AID 652197 | recombinant ERAP1, Leu-AMC fluorescence, 60 min | Q9NZ08;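 active = mean replicate inhibition of at least 30%, or all replicates individually reaching that 30% level; inactive = mean below 30% and not every replicate reaching it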;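 note: 0% = neutral control wells and 100% = L-leucinethiol positive control wells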
# esBAF inh: SWI/SNF esBAF complex inhibition; mouse ES cells, Bmi1-luciferase knock-in reporter, 24 h; 100% = twice the neutral-well signal; reporter increase, % at 12.5 µM; 350,000 compounds, 2% hits; AID 602393; in the data active = activation above about 40%;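 note: 0% = median of the plate's neutral control wells and 100% = double that signal; a rise in the Bmi1 reporter signal indicates esBAF inhibition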
# RAD52 anneal inh: RAD52 (human) annealing inhibition; P43351; recombinant RAD52 DNA annealing, FRET fluorescence; inhibition, % at 18.7 µM; 360,000 compounds, 0.46% hits;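 active = every replicate showing at least 50% inhibition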
# ERp5 inh: ERp5 (human) disulfide isomerase inhibition; Q15084; ERp5 insulin aggregation, absorbance 650 nm, 90 min; inhibition, % at 9.99 µM; 350,000 compounds, 0.05% hits;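 active = mean replicate inhibition above about 25%, with every replicate also reaching it, limit read from the data, passing the limit was not always enough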
# Xi reactivation: activators of X-chromosome reactivation in mouse fibroblasts. XiGFP mouse fibroblasts, % GFP-positive cells imaging, 3 d; cells co-treated with 5-aza-dC sensitizer; scaled so ellipticine positive control = 100%. activation, % at 7.58 µM. 360,000 compounds, 0.055% hits. AID 743238;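 active = mean normalized replicate activation at least 10% and every replicate at or above 10%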;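 note: 0% = median of on-plate neutral control wells and 100% = ellipticine 6 µM median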
#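 material = 68-5-11 XiGFP fibroblast line | medium = DMEM plus 5-aza-dC sensitizer | schedule = 3 days compound exposure | benchmarks = positive control ellipticine, 6 µM final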
# RAD54 branch: inhibitors of human RAD54 branch migration | AID 602329 | inhibition, % at 10.4 µM | 360,000 compounds, 0.14% hits | RAD54 Holliday junction branch migration, FAM/BHQ fluorescence | Q92698;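 active = mean normalized replicate activity at least 40 and at least half of replicates scoring 40 or more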;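 note: 0% = median of neutral control wells and 100% = median of positive control wells; inhibitors cause a drop in the FAM fluorescence signal; in these data hits start at about 50%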
# * = called active by the depositor; x = not tested or not shown.
1: Cc1noc(C)c1S(=O)(=O)Nc1ccc2c(c1)C(=O)N([C@H](C)CO)C[C@@H](C)[C@@H](CN(C)Cc1ccccc1)OCCCC[C@H](C)O2
2: COCCCNC(=O)C[C@@H]1C[C@@]2(C(=O)OC)CC(C)(C)CC=C2N(CCc2ccc(OC)c(OC)c2)C1=O
3: CCOc1ccc(NC(=O)CN2CCN(Cc3c(F)cccc3F)CC2)cc1
4: CN(CC(=O)Nc1ccccc1Cl)C(=O)COC(=O)c1ccc(Cl)cc1[N+](=O)[O-]
5: Fc1cccc(CN2[C@@H]3CNC[C@H]2C3c2ccc(/C=C/c3ccccc3)cc2)c1 (some centres not stated)
6: C[C@@H]1CN([C@H](C)CO)C(=O)c2cc(NS(=O)(=O)c3cccs3)ccc2O[C@@H]1CN(C)Cc1ccc(C(=O)Nc2ccccc2N)cc1
7: CCN1CCC(NCCc2ccc(F)cc2)CC1
8: CN(C)c1ccc(/C=C(\NC(=O)c2ccccc2)C(=O)NCc2ccncc2)cc1
9: O=C(CCN1C(=O)/C(=C/c2ccc3c(c2)OCO3)SC1=S)Nc1cccc(C(=O)O)c1
10: O=C(Nc1cccc([N+](=O)[O-])c1)NC1CCS(=O)(=O)C1 (configuration not stated)

compound no.,1,2,3,4,5,6,7,8,9,10
S100A4 inh HTS,5,0,-5,-4,-12,4,-1,1,5,3
ERp5 inh,6,1,2,1,6,4,2,4,2,5
RAD54 branch,0,x,-1,8,x,x,-7,-16,-2,4
esBAF inh,-6,x,-5,-8,x,x,-6,3,2,-4
ERAP1 HTS inh,6,x,1,1,1,1,0,3,-3,-14
Xi reactivation,0.0,0.0,-0.1,0.0,0.1,0.2,0.3,0.0,0.2,-0.1
RAD52 anneal inh,-1,-9,-8,-2,33,12,-7,-68,-79,-11
E-selectin induc,-0.1,3.0,-1.7,x,0.0,10,0.1,-0.1,x,-0.2

11: CC(NC1CCCC1)c1ccccc1 (configuration not stated)
12: O=C(COc1cc(F)ccc1[N+](=O)[O-])NCCCc1ccccc1
13: CO[C@@H]1CN(C)C(=O)c2cc(NS(=O)(=O)CC(F)(F)F)ccc2OC[C@H](C)N(C(=O)NC(C)C)C[C@@H]1C
14: CC(=O)CCn1cc([N+](=O)[O-])nc1C
15: O=C(Nc1cccc(Br)c1)c1ccc(CN2CCc3ccccc3C2)cc1
16: Cc1nn2cnnc2c(C)c1Cc1c(F)cccc1Cl
17: O=C(NCc1ccncc1)C(=O)C1C(=O)Nc2ccccc21 (configuration not stated)
18: C[C@@H]1CN([C@H](C)CO)C(=O)c2cccc(NC(=O)c3cnccn3)c2O[C@H]1CN(C)Cc1ccc(-c2ccccc2)cc1
19: CC1Cc2nc(SCC(=O)Nc3nc4ccccc4s3)n(C)c(=O)c2S1 (configuration not stated)
20: CC1CN(C(=O)CCCN2C(=O)c3ccccc3C2=O)CC(C)O1 (configuration not stated)

compound no.,11,12,13,14,15,16,17,18,19,20
S100A4 inh HTS,-6,0,44,0,-3,3,0,5,2,-1
ERp5 inh,0,1,-1,-1,1,5,0,8,5,1
RAD54 branch,-6,x,5,x,-7,-4,x,15,-3,-8
esBAF inh,6,x,-5,x,11,0,x,1,-33,0
ERAP1 HTS inh,-5,1,-8,x,3,1,11,-1,1,0
Xi reactivation,0.0,0.1,0.1,0.2,0.0,0.1,-0.6,-0.4,0.2,0.0
RAD52 anneal inh,3,-8,7,-6,-15,0,-17,-74,-4,-6
E-selectin induc,x,-0.3,0.0,x,0.4,x,3.9,-1.2,-1.5,x

21: COCC(=O)N1[C@H](C#N)[C@H](c2ccc(-c3cccc(F)c3)cc2)[C@H]1CO
22: Cc1ccc(S(=O)(=O)N2CCCOC2CNC(=O)C(=O)NC2CCCC2)cc1 (configuration not stated)
23: CCC(=O)OCC(=O)[C@@]1(OC(=O)CC)[C@@H](C)C[C@H]2[C@@H]3CCC4=CC(=O)C=C[C@]4(C)[C@@]3(Cl)[C@@H](O)C[C@@]21C
24: CCc1nc(Nc2ccc(F)cc2)c2oc3ccccc3c2n1
25: C[C@@H]1CN([C@@H](C)CO)C(=O)c2cc(NC(=O)Nc3ccc(F)cc3)ccc2O[C@@H]1CN(C)Cc1ccc(C(=O)Nc2ccccc2N)cc1
26: C[C@@H]1CN([C@@H](C)CO)C(=O)c2cc(Br)cnc2O[C@@H]1CN(C)C(=O)NC1CCCC1
27: COc1ccc(S(=O)(=O)Oc2cccc(/C=N/N=C3/NC(=O)C(CC(=O)O)S3)c2)cc1 (configuration not stated)
28: Cc1cccc(NCC(=O)N/N=C\c2c[nH]c3ccccc23)c1
29: CC(C)NC(=O)N[C@H]1CC[C@@H](CCNC(=O)C2CCCC2)O[C@H]1CO
30: C=C1c2cc(C)ccc2NC(=O)N1c1ccccc1

compound no.,21,22,23,24,25,26,27,28,29,30
S100A4 inh HTS,-3,-1,-2,-3,11,19,-2,17,2,-5
ERp5 inh,-2,4,-3,-1,-1,-1,-6,0,1,-11
RAD54 branch,-18,5,-13,-15,x,-4,x,x,x,x
esBAF inh,1,x,7,9,x,1,x,x,0,x
ERAP1 HTS inh,3,-2,-1,1,-2,-2,-22,-1,1,0
Xi reactivation,0.1,0.0,0.0,0.1,0.0,0.4,0.4,0.0,0.0,0.0
RAD52 anneal inh,-19,-4,2,-3,-31,-1,-12,-32,-3,-8
E-selectin induc,-0.6,-0.1,0.0,x,-3.4,0.1,-0.1,x,0.3,x

31: C[C@H](CO)N1C[C@H](C)[C@@H](CN(C)C(=O)C2CCOCC2)Oc2cc(C3=CCCCC3)ccc2S1(=O)=O
32: C[C@@H]1CN([C@H](C)CO)C(=O)c2cc(NC(=O)CCC(F)(F)F)ccc2O[C@H]1CN(C)CC1CCCCC1
33: COc1ccc(NC(=O)N(C)C[C@@H]2Oc3ccc(NS(=O)(=O)c4cn(C)cn4)cc3CC(=O)N([C@H](C)CO)C[C@H]2C)cc1
34: Oc1cccc(Oc2ncc(C(F)(F)F)cc2Cl)c1
35: CC(C)CC#Cc1cnc2c(c1)C(=O)N([C@H](C)CO)C[C@@H](C)[C@@H](CN(C)S(=O)(=O)c1cn(C)cn1)O2
36: Cc1ccccc1-c1nc(C#N)c(N2CCCCC2)o1
37: COc1ccccc1C(=O)NNC(=O)c1ccncc1
38: C[C@H](CO)N1C[C@H](C)[C@@H](CN(C)C(=O)Nc2ccc(C(F)(F)F)cc2)OCCCC[C@H](C)Oc2ccc(NC(=O)c3ccncc3)cc2C1=O
39: CCCN(C)C[C@H]1OCCCC[C@@H](C)Oc2ccc(NS(=O)(=O)c3ccc(C)cc3)cc2C(=O)N([C@H](C)CO)C[C@H]1C
40: C[C@@H]1CN([C@H](C)CO)C(=O)c2cc(NS(=O)(=O)c3ccccc3)ccc2O[C@@H]1CN(C)C(=O)Nc1ccc(F)cc1

compound no.,31,32,33,34,35,36,37,38,39,40
S100A4 inh HTS,0,0,9,0,2,-1,-4,-2,1,-1
ERp5 inh,2,4,-4,-2,-11,-1,-7,-3,2,-4
RAD54 branch,5,3,12,x,4,-4,x,6,1,-8
esBAF inh,1,2,-2,x,-1,2,x,4,x,1
ERAP1 HTS inh,-4,4,4,2,2,-2,-1,2,0,1
Xi reactivation,-0.1,0.0,0.2,0.1,-0.9,0.1,0.0,0.0,-1.3,0.6
RAD52 anneal inh,8,-4,21,-12,10,-3,-8,-10,47,-9
E-selectin induc,1.1,x,-5.8,132*,0.4,x,x,-0.1,0.2,-0.1

# Ordered by length of the SMILES (rising): 4 of the compounds above.
20: CC1CN(C(=O)CCCN2C(=O)c3ccccc3C2=O)CC(C)O1 (configuration not stated)
3: CCOc1ccc(NC(=O)CN2CCN(Cc3c(F)cccc3F)CC2)cc1
9: O=C(CCN1C(=O)/C(=C/c2ccc3c(c2)OCO3)SC1=S)Nc1cccc(C(=O)O)c1
39: CCCN(C)C[C@H]1OCCCC[C@@H](C)Oc2ccc(NS(=O)(=O)c3ccc(C)cc3)cc2C(=O)N([C@H](C)CO)C[C@H]1C

compound no.,20,3,9,39
S100A4 inh HTS,-1,-5,5,1
ERp5 inh,1,2,2,2
RAD54 branch,-8,-1,-2,1
esBAF inh,0,-5,2,x
ERAP1 HTS inh,0,1,-3,0
Xi reactivation,0.0,-0.1,0.2,-1.3
RAD52 anneal inh,-6,-8,-79,47
E-selectin induc,x,-1.7,x,0.2

# (list continues)
41: O=C(CN1C(=O)NC2(CCCCCCC2)C1=O)NCc1ccccc1
42: S=c1nc(-c2ccccc2)n(CCCn2ccnc2)c2c1CCCC2
43: CC(C)C[C@H]1CN([C@@H](Cc2ccc(O)cc2)CN2CCC[C@@H]2CN2C(=O)C(=O)NC[C@@H]2Cc2ccccc2)C(=O)C(=O)N1CC1CCCCCC1
44: O=C(c1ccc([N+](=O)[O-])cc1)N1CCSC1c1cccc(Cl)c1 (configuration not stated)
45: Cc1ccc2c(O)c(Cc3ccccc3)c(=O)[nH]c2n1
46: Cc1c(C)n(Cc2ccccc2)c2ncnc(NCCO)c12
47: CCOC(=O)c1c(C)[nH]c(C(=O)NNC(=O)c2ccccc2F)c1C
48: CCOC(=O)N1CCN(CCC(=O)Nc2cccc(C)c2)CC1
49: CCCC(=O)N1CCC2(CC1)CN(Cc1ccccc1F)[C@H](CO)c1c2c2ccc(OC)cc2n1C
50: COc1cccc(NC(=O)N(C)C[C@@H]2OCc3cnnn3CCCC(=O)N([C@H](C)CO)C[C@H]2C)c1

compound no.,41,42,43,44,45,46,47,48,49,50
S100A4 inh HTS,-1,4,-7,-4,-1,-1,-8,-4,7,7
ERp5 inh,1,0,11,8,3,1,4,3,0,-1
RAD54 branch,2,1,-2,x,-3,-2,x,2,x,-2
esBAF inh,4,-2,-4,x,-2,11,35,5,x,1
ERAP1 HTS inh,-1,3,1,0,1,-1,2,-6,1,-1
Xi reactivation,0.0,0.0,0.5,0.0,0.0,0.0,1.9,0.0,0.2,-0.6
RAD52 anneal inh,-4,1,-12,-8,-9,7,-22,-14,-61,-4
E-selectin induc,x,-1.1,-0.1,x,x,-0.1,0.4,x,0.6,0.8

51: COc1ccc(NC(=O)N[C@@H]2CC[C@H](CCn3cc(C4(O)CCCC4)nn3)O[C@H]2CO)cc1
52: CO[C@H]1CN(C)C(=O)c2cc(NC(=O)c3ccccc3F)ccc2OC[C@H](C)N(C(C)=O)C[C@H]1C
53: O=[N+]([O-])c1ccc(Oc2ccc(Oc3ccc(C(F)(F)F)cn3)cc2)nc1
54: CNC[C@@H]1Oc2c(NC(=O)Nc3ccc(C(F)(F)F)cc3)cccc2C(=O)N([C@@H](C)CO)C[C@H]1C
55: C[C@H](CO)N1C[C@H](C)[C@H](CN(C)Cc2ccc(C(=O)Nc3ccccc3N)cc2)Oc2ccc(NC(=O)CCN3CCOCC3)cc2C1=O
56: Cc1ccc(NCC(=O)N2CCN(S(=O)(=O)c3ccccc3)CC2)cc1F

compound no.,51,52,53,54,55,56
S100A4 inh HTS,2,-10,0,0,-5,0
ERp5 inh,17,2,0,1,3,-5
RAD54 branch,3,2,x,2,0,8
esBAF inh,1,-15,x,1,-6,-3
ERAP1 HTS inh,2,-5,1,-2,1,-1
Xi reactivation,0.0,0.0,0.7,0.0,-0.6,0.3
RAD52 anneal inh,-13,10,-1,2,8,-4
E-selectin induc,0.0,0.1,x,0.0,2.5,32*

# As entered above:
# Xi reactivation with entry 54 → 0.0
# RAD52 anneal inh with entry 52 → 10
# S100A4 inh HTS with entry 53 → 0
# RAD54 branch with entry 56 → 8
# RAD54 branch with entry 51 → 3
